# USP10 inh: blocks human USP10 ubiquitin-rhodamine cleavage. 47,000 tested, 1.1% active. AID 1645856. purified USP10, Ub-rhodamine fluorescence, 60 min. Q14694. inhibition, % at 20 µM
# USP30 inh: human USP30 deubiquitinase inhibition; AID 1645860; purified USP30, Ub-rhodamine cleavage fluorescence; inhibition, % at 25 µM; 47,000 tested, 5.3% active; Q70CQ3
# USP28 inh: human USP28 deubiquitinase inhibition; 47,000 tested, 3% active; inhibition, % at 25 µM; purified USP28, Ub-rhodamine cleavage fluorescence, 30 min; AID 1645857
# USP8 block: blocks human USP8 ubiquitin-rhodamine cleavage | P40818 | inhibition, % at 20 µM | 47,000 tested, 4.2% active | purified USP8, Ub-rhodamine cleavage fluorescence, 30 min | AID 1645853
# USP17 inh: inhibitors of human USP17 deubiquitinase | inhibition, % at 50 µM | 47,000 tested, 6.5% active | purified USP17, Ub-rhodamine cleavage fluorescence, 3 h
# Target sequence (A8MUK1 whole entry, looked up): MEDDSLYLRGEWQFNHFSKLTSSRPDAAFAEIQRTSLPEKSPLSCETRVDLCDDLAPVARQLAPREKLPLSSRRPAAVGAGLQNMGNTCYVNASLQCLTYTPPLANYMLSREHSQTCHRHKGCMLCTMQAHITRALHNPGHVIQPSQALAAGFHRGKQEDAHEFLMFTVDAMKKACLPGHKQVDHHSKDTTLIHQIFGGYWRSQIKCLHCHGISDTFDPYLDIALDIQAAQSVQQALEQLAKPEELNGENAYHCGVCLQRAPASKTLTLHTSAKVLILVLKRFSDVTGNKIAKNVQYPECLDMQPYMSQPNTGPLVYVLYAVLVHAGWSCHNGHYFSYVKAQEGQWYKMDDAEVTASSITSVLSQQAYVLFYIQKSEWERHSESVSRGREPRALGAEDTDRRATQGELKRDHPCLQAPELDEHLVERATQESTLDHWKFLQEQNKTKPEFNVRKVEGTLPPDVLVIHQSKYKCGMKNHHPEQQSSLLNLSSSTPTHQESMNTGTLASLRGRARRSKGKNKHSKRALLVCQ
# OTUD3 inh: blocks human OTUD3 ubiquitin-rhodamine cleavage | purified OTUD3, Ub-rhodamine fluorescence, 2 h | inhibition, % at 25 µM | 47,000 tested, 0.7% active
# Target sequence (Q5T2D3 whole entry, looked up): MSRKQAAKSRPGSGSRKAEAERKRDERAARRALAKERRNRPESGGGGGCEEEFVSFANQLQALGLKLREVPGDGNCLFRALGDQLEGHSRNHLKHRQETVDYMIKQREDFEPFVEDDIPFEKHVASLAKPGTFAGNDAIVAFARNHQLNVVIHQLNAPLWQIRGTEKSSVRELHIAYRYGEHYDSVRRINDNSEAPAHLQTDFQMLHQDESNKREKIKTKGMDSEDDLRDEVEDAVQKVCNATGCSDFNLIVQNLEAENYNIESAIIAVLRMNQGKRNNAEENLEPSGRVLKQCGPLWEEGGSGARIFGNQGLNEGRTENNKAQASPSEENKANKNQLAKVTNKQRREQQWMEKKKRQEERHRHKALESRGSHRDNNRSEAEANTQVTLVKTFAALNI
# UCHL1 block: blocks human UCHL1 ubiquitin-rhodamine cleavage; P09936; purified UCHL1, Ub-rhodamine cleavage fluorescence; inhibition, % at 20 µM; 47,000 tested, 0.2% active; AID 1645859
# USP7 inh: human USP7 deubiquitinase inhibition; Q93009; purified USP7, Ub-rhodamine cleavage fluorescence; inhibition, % at 20 µM; 47,000 tested, 0.3% active; AID 1645854
# Active calls of the source: *; i = inactive; . = no result given. Cut-off read from the data, not from the text of the source: active = inhibition above about 30%; inactive = the rest.
USP10 inh,USP30 inh,USP28 inh,USP8 block,USP17 inh,OTUD3 inh,UCHL1 block,USP7 inh,compound
-3.2,-9.2,-12.8,-7.4,-25.7,-9.1,-0.8,-43.6,O[C@H]1[C@H](NCc2ccc(F)cc2)[C@@H](c2ccccc2)C[C@H]1O
-2.3,-35.9,-17.4,6.8,-22.5,-13.2,3.3,-150.7,CC1c2[nH]c3ccccc3c2C[C@@H]2C(=O)N(Cc3ccccc3)CC(=O)N12 (stereo partly drawn)
-1.0,-2.1,-9.4,-38.5,-16.3,-8.2,-0.2,-2.7,CC(O)(CNC(=O)C1(c2ccccc2)CCOCC1)c1ccc2c(c1)OCO2 (stereo not drawn)
5.7,-82.6,-25.6,-4.2,40.3*,-30.7,-2.2,2.7,Cc1ccc(C(=O)c2cn(CC(=O)Nc3ccccc3C)c3ccc(C)cc3c2=O)cc1
-0.3,-83.6,-18.9,-11.2,-11.1,-11.7,8.8,-6.0,Cc1cc(-c2cnc(N(C)C)nc2-c2ccc(CNC(=O)CC3CCCCC3)cc2)on1
0.9,-3.6,6.1,-2.5,0.1,1.0,-0.3,6.7,O=C(NCc1ccncc1)c1nc2c(s1)CCCN2c1ncccn1
1.2,0.0,0.0,5.8,1.8,0.7,2.4,4.3,COc1cccc(NC(=O)CN2CCC(Cc3ccccc3)CC2)c1
-1.3,3.4,3.9,80.1*,2.0,6.2,0.0,3.1,COc1cccc(-n2c(=O)c(C(=O)NCc3ccccc3)c(O)c3cccnc32)c1
0.0,8.3,2.7,-25.5,1.9,0.0,-3.7,0.4,O=C1C(c2ccncc2)N(Cc2ccccc2)C(=O)CN1c1ccccc1 (stereo not drawn)
3.7,-1.6,4.6,16.8,-1.6,-2.2,4.0,6.3,O=C(NC1CCCCC1)c1c2c(nc3ccccc13)-c1ccccc1CC2
15.3,45.1*,8.7,11.4,46.1*,17.2,0.6,0.0,O=C(Nc1ccccc1C(=O)NC1CCSC1)c1ccc([N+](=O)[O-])cc1 (stereo not drawn)
-0.1,15.7,10.4,14.5,12.3,10.2,-1.2,3.3,COc1ccc(C(=O)OC(C)CN2CCCC2)cc1 (stereo not drawn)
-9.6,i,-153.5,-10.7,-192.0,-183.2,-149.1,-129.4,O=C(c1c2c(-c3ccccc3)ncnc2n2ccccc12)N1CCOCC1
-1.6,-35.7,-15.2,-19.5,-11.8,-11.0,-3.5,-3.6,Cc1ccc(C)c(CNC(=O)c2ccc(-c3cncnc3)nc2)c1
-3.3,-100.6,-26.2,47.5*,-5.9,-29.4,-0.8,0.0,CCN1CCc2nc(-c3ccc(F)cc3)n(CC(=O)N(CC)c3ccccc3)c(=O)c2C1
0.4,15.8,6.3,-0.1,-4.1,6.7,-0.8,6.2,CC1(C)SC([C@@H](O)[C@H](O)[C@H](O)CO)N[C@H]1C(=O)O (stereo partly drawn)
2.2,-24.4,-0.8,24.9,-5.0,1.7,-1.2,1.7,Cc1ccc(-c2cn(CC(=O)N3CCN(c4ccccc4)CC3)c(=O)o2)cc1
-0.3,-0.1,-7.2,-22.5,-3.8,-0.7,0.6,-19.0,COC(=O)c1cc(NC(=O)COc2ccccc2)ccc1N1CCOCC1
-5.8,-101.7,-23.0,-4.3,-23.0,-25.5,-9.5,-7.7,CC(C)c1noc(CN2CCC(C3CCCCCN3C(=O)C3CC3)CC2)n1 (stereo not drawn)
1.4,-4.8,-2.0,-14.6,-8.5,2.2,1.9,-0.7,Nc1ncc(Br)cc1S(=O)(=O)NCCN1CCN(c2ccccc2F)CC1
-3.0,-37.3,-0.7,35.2*,4.5,5.4,1.3,4.0,O=C(O)c1c2c(nc3ccccc13)/C(=C/c1ccc(F)cc1)CCC2
-0.8,13.1,-7.4,-0.3,22.6,-7.4,-0.7,0.7,CS(=O)(=O)c1ccc(N2CCN(C(=O)/C=C/c3ccccc3)CC2)cc1
0.2,-7.6,-10.6,-4.4,-30.2,-5.7,-3.2,-2.3,Cc1cc2[nH]c(=O)[nH]c2cc1S(=O)(=O)N1CCCC1
0.0,-5.3,-11.3,-53.8,-21.8,-6.8,-2.1,1.3,O=C(c1cnccn1)N1CCCC2(CCN(c3ncc(F)cn3)C2)C1 (stereo not drawn)
-2.4,-23.2,-13.7,-39.9,-24.0,-7.8,-0.3,-37.2,O=C1NC2(CCN(C(=O)Cc3ccccc3)CC2)N=C1c1ccc(Cl)cc1
6.5,5.0,-2.9,-0.1,-4.5,2.4,3.1,-19.7,C[C@]12C(=O)N(Cc3ccccc3F)CC(=O)N1CCc1c2[nH]c2ccccc12
3.6,-0.4,5.2,-116.0,-8.4,22.5,1.5,6.8,Cc1ccc(COc2cc(C(=O)NCCCc3ccccc3)c3ccccc3n2)cc1
0.8,-15.6,-13.6,-0.2,8.8,-6.7,0.0,0.5,O=C1N[C@@H]2CN(C(=O)c3ccccc3C(F)(F)F)CC[C@H]2CO1
-0.3,-30.9,-15.9,-7.6,-20.8,-12.7,-1.7,-1.7,Cc1ncc2c(n1)CCN(C(=O)Nc1cc(Cl)ccc1C)C2
2.2,-2.3,5.9,2.4,2.6,-0.2,-0.2,2.6,COCc1nn(C)c2c1CN(S(=O)(=O)Cc1cccc(F)c1)CC2
-7.5,-71.6,-17.6,6.9,-9.7,-6.8,-4.1,-0.3,CS(=O)(=O)N(CC1CC1)C1CCN(CCc2cccs2)CC1
-4.7,-73.2,-15.4,-5.6,-72.2,-10.9,-2.9,-2.5,COc1cccc(OCC(=O)NCC(c2ccc3c(c2)CCCN3C)N2CCCCC2)c1 (stereo not drawn)
6.6,-15.3,-3.9,-5.9,2.4,-6.3,2.9,1.3,COc1ccccc1C1CN2C(=O)N(c3ccc(C)cc3)C(=O)[C@]2(C)c2[nH]c3ccccc3c21 (stereo partly drawn)
2.9,-6.7,-15.8,-11.4,-18.7,-18.5,-0.4,-1.4,CCCOC(=O)c1cc(NC(=O)c2ccc(C)cc2Cl)ccc1N1CCOCC1
-9.8,-49.2,11.3,-145.4,23.3,1.0,-5.4,-7.9,O=c1c(Nc2ccc(F)c(F)c2)nc2ccncc2n1Cc1ccccc1
9.2,13.4,7.6,28.6,16.4,15.7,8.3,11.3,CCc1nc(SCC(=O)Nc2cc(OC)ccc2OC)c2oc3ccccc3c2n1
-1.6,12.5,25.3,-37.6,-0.4,9.2,1.4,3.6,CCOc1ccc(C(=O)Nc2nnc3n2CCCS3)cc1
-7.6,-65.0,-5.2,10.5,-17.9,-4.7,-2.6,-2.5,CC(=O)N[C@@]12CN(C)CC[C@@H]1CN(C(=O)C1(c3cc(C)cc(C)c3)CCCC1)C2
-10.6,-79.5,-10.3,71.8*,20.1,-17.5,-4.4,-1.9,Fc1ccc(N/C=C/c2ncc(C(F)(F)F)cc2Cl)cc1
-1.3,.,.,1.6,-13.7,0.4,0.7,-0.4,COc1cccc(C(CNC(=O)c2ccccc2)N2CCOCC2)c1 (stereo not drawn)
1.0,8.9,-0.8,3.4,2.9,-0.1,-0.1,4.8,COc1ccc2nc(C(=O)NCc3cccc(C)c3)cn2n1
-5.7,-6.1,8.7,3.5,8.6,-0.3,1.2,6.1,COc1ccc(N2CCN(CC(=O)c3c(-c4ccccc4)n(C)c4ccccc34)CC2)cc1
-0.6,0.5,-8.9,-15.2,0.3,2.3,-1.9,1.0,Cc1cc(C)cc(NC(=O)Cn2cnc(S(=O)(=O)N3CCCCC3)c2)c1
-0.4,-10.4,0.0,1.3,0.0,-0.9,-0.8,1.1,COc1ccc(S(=O)(=O)Nc2cccc(N3CCCS3(=O)=O)c2)cc1
-8.6,-27.3,-3.6,-2.0,-7.1,4.1,-1.7,0.6,CC(C)NC(=O)c1cc(-c2cnc(N3CCCC3)nc2)cn1CC1CC1
-3.4,-100.1,-18.1,-0.9,-28.3,-12.1,-5.8,-9.1,Cc1c(C(=O)NC2CC2)c(C)n(C)c1-c1ccccc1
-8.6,-15.5,-6.2,-1.2,-1.5,-5.3,-2.9,-11.5,Cc1oc(CNS(=O)(=O)c2cc(Cl)ccc2Cl)nc1C(=O)N1CCC(C)CC1
1.5,0.7,-13.1,-11.4,-6.3,-7.3,-1.8,-10.3,O=C(CN1C(=O)COc2cc(S(=O)(=O)N3CCCC3)ccc21)NC1CCCCC1
-4.1,7.9,3.3,-52.3,-1.9,-2.6,0.8,0.3,CN1CCN(c2cc(-n3nc(C(F)(F)F)cc3-c3ccccc3)ncn2)CC1
0.0,-73.0,-19.1,-8.0,-0.4,-18.0,-1.7,-6.5,Cc1ccc(-c2onc3ccc(C(=O)NCc4ccc(F)cc4)cc23)cc1
-0.6,-8.5,-4.4,1.3,-2.7,1.3,-0.2,8.0,FC(F)(F)c1cnc(-n2nccc2-c2ccc(Sc3ccccc3)cc2)c(Cl)c1
3.0,-4.5,-2.7,0.3,-2.8,0.5,-2.6,-7.5,Cn1c(=O)c2c(nc(CN3CCOCC3)n2CC(N)=O)n(C)c1=O
9.0,17.9,12.2,11.5,8.0,-1.9,6.0,14.0,Cc1ccc(N(CC(=O)N2CCC(Cc3ccccc3)CC2)S(=O)(=O)c2ccccc2)cc1C
-2.6,i,-182.1,-0.4,-141.6,-141.0,-20.4,-24.8,COCCNC(=O)c1ccc2ccc(N3CCN(S(C)(=O)=O)CC3)n2c1
0.5,-2.0,-6.9,-3.4,-12.2,0.9,-3.1,-3.0,CC1CCN(S(=O)(=O)c2cn(CC(=O)NCc3ccccc3)cn2)CC1
2.3,6.1,-1.6,4.2,7.0,1.6,0.8,-1.5,O=C1OC[C@@H]2CCN(CC3CC3)C[C@H]2N1Cc1ccccc1
0.4,20.7,0.8,4.5,5.5,9.7,2.4,5.3,O=C1CC(c2ccccc2)S(=O)(=O)c2ccccc2N1Cc1ccc(F)cc1 (stereo not drawn)
-9.1,-88.9,-28.1,-7.4,-29.8,-10.1,-9.4,-8.0,CN(C)CCNC(=O)c1ccc2ccc(N3CCN(c4ncccn4)CC3)n2c1
-4.4,-54.4,-3.1,31.6*,-4.2,-2.4,-0.8,-3.6,CC(OC(=O)c1cccc(N(C)C)c1)C(=O)Nc1sccc1C(N)=O (stereo not drawn)
-3.7,0.6,4.1,-26.2,14.2,-3.0,-4.8,-35.3,N#Cc1cnc2nc(SCc3ccc(Cl)cc3Cl)nn2c1

# More entries follow:
USP10 inh,USP30 inh,USP28 inh,USP8 block,USP17 inh,OTUD3 inh,UCHL1 block,USP7 inh,compound
-1.9,-17.0,-4.3,-20.6,-8.5,-5.6,-1.9,0.5,COc1cccc(C(=O)Nc2cc(N3CCCS3(=O)=O)ccc2OC)c1
5.3,-8.3,12.9,11.6,15.3,14.1,5.1,3.9,O=c1[nH]c(=O)n(Cc2ccccc2)c2c1CN(Cc1ccccc1)CN2
-1.4,0.1,-10.8,4.4,-4.2,-2.7,-1.9,-1.4,C=C(C)[C@@H]1CC[C@]2(CO)CC[C@]3(C)[C@H](CCC4[C@@]5(C)CC[C@H](OC(C)=O)C(C)(C)C5CC[C@]43C)C12 (stereo partly drawn)
-3.9,8.1,3.7,26.1,10.9,11.8,0.3,3.5,Cc1noc(-c2cccnc2-n2cnc(C(=O)Nc3ccccc3C)c2)n1

# Of the compounds above, 7 have a Cl atom:
USP10 inh,USP30 inh,USP28 inh,USP8 block,USP17 inh,OTUD3 inh,UCHL1 block,USP7 inh,compound
-2.4,-23.2,-13.7,-39.9,-24.0,-7.8,-0.3,-37.2,O=C1NC2(CCN(C(=O)Cc3ccccc3)CC2)N=C1c1ccc(Cl)cc1
-0.3,-30.9,-15.9,-7.6,-20.8,-12.7,-1.7,-1.7,Cc1ncc2c(n1)CCN(C(=O)Nc1cc(Cl)ccc1C)C2
2.9,-6.7,-15.8,-11.4,-18.7,-18.5,-0.4,-1.4,CCCOC(=O)c1cc(NC(=O)c2ccc(C)cc2Cl)ccc1N1CCOCC1
-10.6,-79.5,-10.3,71.8*,20.1,-17.5,-4.4,-1.9,Fc1ccc(N/C=C/c2ncc(C(F)(F)F)cc2Cl)cc1
-8.6,-15.5,-6.2,-1.2,-1.5,-5.3,-2.9,-11.5,Cc1oc(CNS(=O)(=O)c2cc(Cl)ccc2Cl)nc1C(=O)N1CCC(C)CC1
-0.6,-8.5,-4.4,1.3,-2.7,1.3,-0.2,8.0,FC(F)(F)c1cnc(-n2nccc2-c2ccc(Sc3ccccc3)cc2)c(Cl)c1
-3.7,0.6,4.1,-26.2,14.2,-3.0,-4.8,-35.3,N#Cc1cnc2nc(SCc3ccc(Cl)cc3Cl)nn2c1

# Compound activity: PubChem BioAssay, Dana-Farber Cancer Institute and Novartis Institutes for BioMedical Research (Cambridge, Mass)
